Glyco luc inh: increase of ERlucT glycosylation luciferase signal, primary screen, N-linked glycosylation inhibitor project, D54 ERlucT cells, luminescence, set 2. D54 ERlucT glycosylation luciferase reporter, 24 h; percent of 100 nM tunicamycin response. reporter increase, % at 12.5 µM. 360,000 compounds, 0.23% hits. AID 588692, 2011;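 active = mean luciferase reporter signal, scaled so untreated is 0 and the glycosylation-blocking control 100, at or above a set limit in every replicate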;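 note: luciferase carries N-glycosylation sites so blocking glycosylation raises the light; 0% = median of neutral control wells and 100% = median of 100 nM tunicamycin wells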
PDI turbidity: inhibitors of human PDI, primary screen, biochemical, turbidity, single point, plate reader. Protein disulfide-isomerase (Homo sapiens), P07237. PDI insulin aggregation turbidity, A650, 90 min. inhibition, % at 10 µM. 350,000 compounds, 0.052% hits;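 active = mean inhibition across replicates of 30% or more, whatever share of single replicates reach that level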;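 note: absorbance from insulin aggregation driven by PDI reduction with DTT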
Granule exo inh: LAMP-1 surface exposure blockers, TALL-104 cells – cell-based, flow cytometry, MLPCN library, primary screen; TALL-104 LAMP-1 surface exposure; cells stimulated with thapsigargin and PMA; inhibition, % at 10 µM; 360,000 compounds, 0.66% hits; AID 651702, 2012;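 active = inhibition above about 55%, limit read from the data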
m5-HT2A agonist: mouse Htr2a agonists via beta-arrestin recruitment, primary screen, cell-based, luminescence; 5-hydroxytryptamine receptor 2A (Mus musculus), P35363; CHO-K1 mHTR2A beta-arrestin complementation; percent of 30 µM serotonin response; activation, % at 7.6 µM; 360,000 compounds, 0.66% hits; AID 624169, 2012;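 active = activation above a run cutoff, the mean activation of all tested compounds plus 3 SD, cut at about 14% in these data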;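 note: 0% = plate median of compound wells and 100% = 30 µM serotonin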
MC4R antagonist: MC4R antagonists of cAMP signaling, primary screen, cell-based, TR-FRET, antagonist arm of biased-ligand search; inhibition, % at 6.5 µM; 360,000 compounds, 0.48% hits; MC4R-expressing cells, MTII-stimulated cAMP, LANCE TR-FRET; Melanocortin receptor 4 (Homo sapiens), P32245; AID 540295, 2011;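 active = inhibition above its plate's cutoff, the mean of tested wells on that plate plus 3 SD, cut at about 29% in these data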;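 note: 0% = Melanotan II alone and 100% = Melanotan II plus saturating MCL0020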
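Assay system: U2OS cells stably expressing human melanocortin 4 receptor (MC4R) / Dosing: 6.5 µM / Timing: compound 30 min, challenge 1 h, detection 1 h / Measured by: Eu-cAMP/anti-cAMP TR-FRET, emission 671 nm / Replicates: singlicate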
ABCB6 inh 2: ABCB6 transporter inhibitors, primary screen, K562-ABCB6 cells, flow cytometry, MLPCN library; fluorescence ratio to DMSO, % at 10 µM; 360,000 compounds, 0.19% hits; K562-ABCB6 porphyrin accumulation, 1 h; hits give low values;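 active = fluorescence ratio to DMSO below 75%, the collection mean minus 3 SD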;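 note: signal is porphyrin accumulated inside mitochondria; 100% equals median channel fluorescence of DMSO control wells; lower ratio means ABCB6 inhibition with less porphyrin fluorescence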
Target sequence (Q9NP58 whole entry, looked up): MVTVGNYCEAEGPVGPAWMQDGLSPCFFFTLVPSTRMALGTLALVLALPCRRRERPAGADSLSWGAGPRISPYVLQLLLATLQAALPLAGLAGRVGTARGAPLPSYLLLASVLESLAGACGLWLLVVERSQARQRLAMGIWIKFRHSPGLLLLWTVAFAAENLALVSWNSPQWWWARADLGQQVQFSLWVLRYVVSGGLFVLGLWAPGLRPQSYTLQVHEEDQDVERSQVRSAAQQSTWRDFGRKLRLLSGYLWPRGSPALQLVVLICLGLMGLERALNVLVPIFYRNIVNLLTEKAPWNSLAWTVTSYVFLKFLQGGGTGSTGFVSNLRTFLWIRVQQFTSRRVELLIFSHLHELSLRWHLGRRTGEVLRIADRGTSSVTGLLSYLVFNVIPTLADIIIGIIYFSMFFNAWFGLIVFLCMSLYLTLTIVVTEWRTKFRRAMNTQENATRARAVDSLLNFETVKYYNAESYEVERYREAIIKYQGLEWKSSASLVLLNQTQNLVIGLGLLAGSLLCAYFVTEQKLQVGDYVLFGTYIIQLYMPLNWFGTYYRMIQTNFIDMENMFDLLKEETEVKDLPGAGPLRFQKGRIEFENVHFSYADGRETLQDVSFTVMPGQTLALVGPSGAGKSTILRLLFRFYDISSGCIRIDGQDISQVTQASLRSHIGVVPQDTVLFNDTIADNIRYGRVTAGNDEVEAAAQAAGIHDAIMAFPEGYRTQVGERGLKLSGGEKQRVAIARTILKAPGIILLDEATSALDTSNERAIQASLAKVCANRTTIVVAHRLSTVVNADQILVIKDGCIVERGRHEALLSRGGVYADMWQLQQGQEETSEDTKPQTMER
MC4R barr agon: MC4R agonists recruiting beta-arrestin, primary screen, cell-based, luminescence, agonist arm of biased-ligand search. Melanocortin receptor 4 (Homo sapiens), P32245. 360,000 compounds, 0.98% hits. activation, % at 8.9 µM. U2OS MC4R beta-arrestin complementation; percent of melanotan II response, DMSO zero;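 active = activation above a per-plate cutoff, the mean activation of sample wells on that plate plus 3 SD, cut at about 8% in these data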
Cardio protect: cardioprotection against H2O2-induced cell death, primary screen, uHTS, H9c2 cells, ATPLite luminescence; AID 588492, 2011; H9c2 cardiomyocytes, H2O2 injury protection, 2 h; protection from H2O2 cell death, % at 20 µM; 360,000 compounds, 0.63% hits;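 active = compounds giving at least 50% protection of heart cells from peroxide-induced death in the single-dose screen, raw or plate-pattern-corrected value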;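 note: 0% = DMSO wells with peroxide and 100% = DMSO wells without peroxide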
CaV13 ICDI inh: Disruptors of the CACNA1D IQ motif to Ca2+-dependent inactivation inhibitor domain association, primary screening, Förster resonance energy transfer in intact living …; inhibition, % at 12.3 µM; HEK cells, CFP/YFP FRET ICDI-IQ, plate reader, 10 min; percent FRET-ratio fall versus neutral wells; AID 743397; 340,000 compounds, 0.098% hits;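 active = mean replicate inhibition of at least 30% and at least 1% of replicates passing that level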;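 note: 0% = median of the neutral control wells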
ABHD5-PLIN5 inh: ABHD5-PLIN5 interaction inhibitors, primary screen, cell lysate, split luciferase complementation, luminescence; Split G. princeps luciferase complementation, 4 h; inhibition, % at 4 µM; 360,000 compounds, 0.78% hits; AID 602281, 2012;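 active = inhibition above the mean inhibition across every tested compound plus 3 SD, cut at about 22% in these data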;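 note: 0% = DMSO only wells and the 100% control is not disclosed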
Numbers without * were called inactive; / = no result given.

SMILES | Glyco luc inh | PDI turbidity | Granule exo inh | m5-HT2A agonist | MC4R antagonist | ABCB6 inh 2 | MC4R barr agon | Cardio protect | CaV13 ICDI inh | ABHD5-PLIN5 inh
Cn1c(=O)c2c(nc(NCCc3ccccc3)n2Cc2ccc(F)cc2)n(C)c1=O | -7 | 1 | 1 | -1 | 8 | 97 | 1.3 | -19 | -7 | 2
Clc1ccc(CNCCCSc2ncccn2)cc1 | 1 | -3 | 2 | 3 | 6 | 99 | 0.0 | 6 | -2 | -3
CCNS(=O)(=O)c1c(C)cc(N2CCCC2=O)cc1C | 2 | 2 | 1 | 6 | 18 | 87 | 0.3 | -3 | / | 3
O=C(/C=C/c1ccc(Cl)cc1)c1ccc([N+](=O)[O-])o1 | -17 | -1 | -2 | 5 | 40* | 114 | -2.3 | -3 | -4 | 21
COc1ccc(NC(=O)C2CC(=O)N(c3ccccc3C)C2)c(OC)c1 (centres undefined) | 2 | 7 | -9 | 15* | -6 | 96 | 0.5 | -2 | -2 | 6
Cc1cccn2c(CN(C)C3CCCc4ccccc43)c(C(=O)N3CCOCC3)nc12 (centres undefined) | 0 | 37* | -2 | -1 | 1 | 94 | -2.0 | 6 | -5 | -4
C=CCOC(=O)C1=C(C)NC(SCC(=O)OCC)=C(C#N)C1c1ccc(O)c(OC)c1 (centres undefined) | 0 | -2 | -4 | 1 | 18 | 104 | 0.2 | 3 | / | 5
O=C(CSC1=NCCN1)Nc1cccc([N+](=O)[O-])c1 | 9 | 5 | 3 | -5 | -2 | 96 | -2.7 | 0 | -3 | -6
CCOC(=O)C1(Cc2cccc(Cl)c2)CCCN(C(=O)c2cccc(C)n2)C1 (centres undefined) | 0 | 9 | 1 | 0 | -3 | 98 | -2.6 | -4 | -1 | -2
Cc1c(NS(=O)(=O)c2ccc(NCCN3CCOCC3)c([N+](=O)[O-])c2)c(=O)n(-c2ccccc2)n1C | -1 | -1 | -3 | 12 | 11 | 101 | -5.0 | -2 | -6 | 2
O=c1ccn([C@@H]2O[C@H](CNS(=O)(=O)c3cc4ccccc4s3)[C@@H](O)[C@H]2O)c(=O)[nH]1 | 0 | -5 | -4 | -3 | 5 | 96 | -2.8 | -2 | -8 | -3
COc1cccc(NC(=O)Nc2ccc(Cc3ccncc3)cc2)c1 | -3 | -7 | 0 | -3 | 10 | 99 | -0.4 | -6 | -3 | -3
c1ccc(CSc2nnnn2-c2cccc3ccccc23)nc1 | 0 | -6 | -6 | -3 | 4 | 97 | -1.2 | -7 | -1 | -17
CC(C)c1nc2ccccn2c1NC1CCCCC1 | 1 | -10 | -1 | -1 | 2 | 95 | -2.2 | -12 | -5 | -6
O=C(N/N=C/c1cccc2ccccc12)c1ccccc1Cl | 5 | 0 | -7 | 5 | -1 | 97 | 0.3 | -1 | -16 | -1
COc1ccc(NC(=O)CSc2nnc(CNc3ccc(C)cc3)n2C)cc1 | -1 | -2 | 0 | -6 | 4 | 105 | -3.2 | -2 | 3 | -1
COCCNC(=O)C1CC(c2ccc(C(F)(F)F)cc2)=NO1 (centres undefined) | 2 | 5 | 4 | 0 | 5 | 97 | -2.4 | 0 | -10 | -3
Cc1ccc(NCc2nnc(SCC(=O)Nc3nnc(C)s3)n2C)cc1 | 1 | -5 | 9 | -2 | 1 | 110 | -1.1 | 28 | -3 | 4
CCN=c1scc(C)n1/N=C/c1cc(Br)c(O)c(Br)c1 | -4 | 0 | 1 | -4 | 12 | 99 | -1.7 | 0 | -5 | 3
O=C(Nc1nc2ccccc2[nH]1)c1ccc([N+](=O)[O-])cc1 | -9 | 0 | 0 | 0 | 10 | 94 | 1.1 | -17 | -4 | 2
CCCn1c(SCC(=O)Nc2nnc(CC)s2)nnc1-c1ccco1 | 1 | -1 | 1 | -1 | 1 | 94 | -0.3 | 27 | -5 | 0
COc1cc(NC(=O)c2cccc(C)c2)ccc1NC(=O)c1cc2ccccc2o1 | 4 | 15 | -15 | 1 | 8 | 90 | 11* | -12 | -18 | -1
C/C(=N\NC(=O)CNC(=O)C1COc2ccccc2O1)c1ccc(Cl)cc1 (centres undefined) | 0 | -15 | 0 | 6 | -3 | 97 | 2.4 | 2 | -19 | 4
O=C(CN1C(=O)c2ccccc2S1(=O)=O)c1ccc(O)c(O)c1 | -11 | 4 | 9 | -2 | 14 | 101 | 1.0 | 18 | -4 | -2
CCOC(=O)C1(CCOc2ccccc2)CCN(Cc2ccc(O)c(OC)c2)CC1 | -2 | 1 | 70* | -6 | -3 | 95 | 0.0 | -8 | 6 | 2
Cc1cc(C)cc(NC(=O)c2ccc(S(=O)(=O)N(C)CC3CCCO3)cc2)c1 (centres undefined) | / | 1 | 1 | 0 | 0 | 95 | -4.6 | -2 | -5 | -4
COC(=O)C(CC(=O)O)NCc1ccco1 (centres undefined) | 1 | 5 | 1 | 1 | 7 | 97 | -3.0 | 2 | -5 | 1
COc1cccc(-c2cc(C(=O)N3CCOCC3)no2)c1 | -6 | -2 | -9 | 6 | 4 | 110 | -0.5 | -7 | -7 | -1
O=C(CCC(C(=O)O)N1C(=O)c2ccccc2C1=O)Nc1ccccc1 (centres undefined) | 1 | -1 | -3 | 3 | -5 | 99 | -0.7 | -3 | -7 | 0
CCOC(=O)c1cnc(SCC(C)C)nc1N | -4 | 12 | -1 | -4 | -1 | 101 | -0.5 | -8 | -3 | -1

Taken from the results shown for reference:
SMILES | Glyco luc inh | PDI turbidity | Granule exo inh | m5-HT2A agonist | MC4R antagonist | ABCB6 inh 2 | MC4R barr agon | Cardio protect | CaV13 ICDI inh | ABHD5-PLIN5 inh
CCCn1c(SCC(=O)Nc2nnc(CC)s2)nnc1-c1ccco1 | 1 | -1 | 1 | -1 | 1 | 94 | -0.3 | 27 | -5 | 0
COc1cc(NC(=O)c2cccc(C)c2)ccc1NC(=O)c1cc2ccccc2o1 | 4 | 15 | -15 | 1 | 8 | 90 | 11* | -12 | -18 | -1
C/C(=N\NC(=O)CNC(=O)C1COc2ccccc2O1)c1ccc(Cl)cc1 (centres undefined) | 0 | -15 | 0 | 6 | -3 | 97 | 2.4 | 2 | -19 | 4
O=C(CN1C(=O)c2ccccc2S1(=O)=O)c1ccc(O)c(O)c1 | -11 | 4 | 9 | -2 | 14 | 101 | 1.0 | 18 | -4 | -2
CCOC(=O)C1(CCOc2ccccc2)CCN(Cc2ccc(O)c(OC)c2)CC1 | -2 | 1 | 70* | -6 | -3 | 95 | 0.0 | -8 | 6 | 2
Cc1cc(C)cc(NC(=O)c2ccc(S(=O)(=O)N(C)CC3CCCO3)cc2)c1 (centres undefined) | / | 1 | 1 | 0 | 0 | 95 | -4.6 | -2 | -5 | -4
COC(=O)C(CC(=O)O)NCc1ccco1 (centres undefined) | 1 | 5 | 1 | 1 | 7 | 97 | -3.0 | 2 | -5 | 1
COc1cccc(-c2cc(C(=O)N3CCOCC3)no2)c1 | -6 | -2 | -9 | 6 | 4 | 110 | -0.5 | -7 | -7 | -1
O=C(CCC(C(=O)O)N1C(=O)c2ccccc2C1=O)Nc1ccccc1 (centres undefined) | 1 | -1 | -3 | 3 | -5 | 99 | -0.7 | -3 | -7 | 0
CCOC(=O)c1cnc(SCC(C)C)nc1N | -4 | 12 | -1 | -4 | -1 | 101 | -0.5 | -8 | -3 | -1

The listing continues:
SMILES | Glyco luc inh | PDI turbidity | Granule exo inh | m5-HT2A agonist | MC4R antagonist | ABCB6 inh 2 | MC4R barr agon | Cardio protect | CaV13 ICDI inh | ABHD5-PLIN5 inh
Cc1ccc(NC(=O)c2ccc(COc3ccc4c(c3)CCC4)cc2)c(C)c1 | -3 | -4 | -2 | 1 | -3 | 98 | 3.1 | -10 | -5 | -4
CN(C)CCCNc1ncnc2c1cnn2-c1ccccc1 | -1 | 2 | -3 | -3 | -1 | 102 | -1.6 | -2 | / | 9
CC(OC(=O)C1CCCCC1)c1nc2ccccc2[nH]1 (centres undefined) | 0 | 7 | 4 | 1 | 17 | 101 | 1.5 | -6 | -5 | -3
CN(C)S(=O)(=O)c1ccccc1C#N | 1 | -8 | -1 | 5 | -3 | 102 | 1.5 | 4 | -7 | 5
Cc1ccc(NC(=O)c2nnn(-c3cc(C)cc(C)c3)c2N)cc1 | 0 | -5 | -2 | -3 | 0 | 101 | -0.6 | -6 | / | 4
S=C1NC2(CCCCC2)NN1c1ccccc1 | 3 | 5 | -1 | -2 | -6 | 109 | -6.0 | 9 | -5 | -8
CC(Oc1ccccc1F)C(=O)NNC(=O)CC(C)c1ccccc1 (centres undefined) | 2 | -1 | 4 | -1 | 5 | 97 | -3.2 | -1 | -7 | 1
CN(C)c1cc[n+](CC(=O)Nc2cccc([N+](=O)[O-])c2)cc1 | 3 | -1 | 2 | -4 | 2 | 108 | -1.8 | -7 | -1 | -3
COc1ccc(Cl)cc1NC(=O)NC1CCCCC1 | -3 | 11 | -1 | -2 | 9 | 95 | -2.3 | 1 | / | 0
CC(=O)Nc1ccc(S(=O)(=O)N(Cc2cccnc2)Cc2cc3ccc(C)cc3[nH]c2=O)cc1 | -4 | 4 | 0 | 0 | 7 | 93 | -1.0 | 39 | -5 | 0
CCc1nn(CC(=O)NCCCN2CCN(C)CC2)c(=O)c2cc3sccc3n12 | 1 | 7 | -4 | 4 | -2 | 97 | -1.2 | 4 | -5 | 3
Cc1cc(C)n2nc(SCC(=O)Nc3ccc(S(=O)(=O)N(C)C)cc3)nc2n1 | 3 | 3 | -4 | 9 | 9 | 100 | -1.9 | -4 | -5 | -1
COc1ccc(CN2CCNC(=O)C2CC(=O)N(C)Cc2ccccn2)cc1OC (centres undefined) | 0 | 6 | -2 | 3 | 8 | 96 | -0.3 | 0 | -11 | 6
Cc1cc(-n2c(C)cc(C(=O)CCl)c2C)no1 | 23 | 9 | -4 | 2 | -12 | 107 | 2.3 | -16 | -6 | 2
COc1ccccc1C(=O)N1CCC(N2CCN(c3ccccc3)CC2)CC1 | 3 | -4 | 7 | 12 | 11 | 102 | 0.6 | 1 | -5 | 4
CCCCCN(C(=O)NC(=O)Nc1ccc(C)cc1C)S(C)(=O)=O | 0 | 6 | -6 | 0 | 20 | 100 | -0.2 | 6 | 4 | 1
COc1ccc(-c2cc(=O)c3c(OC)c(OC)c(OC)c(OC)c3o2)cc1OC | -4 | -7 | -6 | 0 | -30 | 101 | -0.2 | 24 | -4 | 2
